Bioassay records as filed in PubChem.
GAA glycogen = inhibitors or activators of human alpha-glucosidase glycogen cleavage; recombinant GAA, glycogen substrate, Amplex Red glucose oxidase fluorescence; 300,000 compounds, 0.38% hits; P10253; Potency, µM (highest dose often 76.4 µM), for the others: at the top dose activity change, negative = inhibition, actives largely listed as inhibitors;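 further: potency means the concentration at half of the fitted maximal effect; 0% = full enzyme reaction and -100% = no-enzyme basal signal; the screen sought inhibitors and activators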
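qHTS, 1536-well; enzyme 4 nM final; cpd up to 77 uM; substrate bovine liver glycogen 30 ug; 50 mM citrate/phosphate pH 5.0, 0.01% Tween-20; 37 C, 40 min; Amplex Red detection 45 min RT; Hill fit → AC50.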
Lamin A splicing = changes lamin A minigene splicing in HeLa cells; Potency, µM (highest dose often 46.1 µM), for inactives: at the top dose ratio change, negative = inhibition, hits mostly inhibitors; HeLa LMNA splicing GFP/RFP minigene ratio, 48 h; 200,000 compounds, 0.01% hits; active means well fitted inhibition curve with a large enough effect in the signal ratio, with a control signal flat, not every such curve was filed as active; inconclusive means small, poorly fitted or top-dose-only effect, or effect the other way, or a change in a side signal; the % refers to the signal ratio; further: potency means the concentration at half of the fitted maximal effect; on the % scale 0 is the no-effect control and ±100 the full control effect
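Read-out is the ratio of GFP to DsRed2 object intensity, acquired by 488 nm laser-scanning cytometry on HeLa lamin A-EGFP minigene reporter cells. Compound incubation 48 hrs at 37 °C in Opti-MEM with 2% FBS; DMSO 0.5% final.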
GAA spleen mod = inhibits or activates alpha-glucosidase in human spleen homogenate; human spleen homogenate, 4-MU-alpha-glucoside fluorescence; Potency, µM (highest dose often 79.9 µM), for inactives: top-dose activity change, negative = inhibition, hits mostly inhibitors; 240,000 compounds, 0.006% hits; AID 2112;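 further: potency means the concentration at half of the fitted maximal effect; 0% = enzyme with vehicle and -100% = no enzyme basal signal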
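Human spleen homogenate (1 ug) with 4-methylumbelliferyl-alpha-D-glucopyranoside (1 mM final) in 50 mM citrate/phosphate pH 5.0, 0.01% Tween-20; 40 min at 37 C. Stopped at pH 10; 4-MU fluorescence Ex 365/Em 440 nm; AC50 by Hill fit.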
GAA inh = inhibitors of human lysosomal alpha-glucosidase | P10253 | purified human GAA, 4-MU-alpha-glucoside fluorescence | Potency, µM (doses to about 76.9 µM), without a hit: at the top dose activity change, negative = inhibition, hits mostly inhibitors | 200,000 compounds, 0.005% hits | AID 1466;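 further: potency means the concentration at half of the fitted maximal effect; plate controls were uninhibited enzyme wells for no effect and no-enzyme background for full effect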
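Endpoint fluorogenic read: 20 min room-temperature reaction of 4 nM human alpha-glucosidase with 400 uM 4-methylumbelliferyl-alpha-D-pyranoside, pH 5.0, quenched with 1M NaOH/1M glycine pH 10. AC50 from Hill modeling.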
CBFb RUNX1 block = blocks binding between human CBF-beta and RUNX1; AlphaScreen CBFb-His/RUNX1-biotin binding, biochemical; Potency, µM (series often up to 59.8 µM), for inactives: top-dose activity, negative = inhibition, usual class: inhibitors; 230,000 tested, under 10 active; further: % of control where 0% means no effect
Target sequence (Q01196 whole entry, looked up): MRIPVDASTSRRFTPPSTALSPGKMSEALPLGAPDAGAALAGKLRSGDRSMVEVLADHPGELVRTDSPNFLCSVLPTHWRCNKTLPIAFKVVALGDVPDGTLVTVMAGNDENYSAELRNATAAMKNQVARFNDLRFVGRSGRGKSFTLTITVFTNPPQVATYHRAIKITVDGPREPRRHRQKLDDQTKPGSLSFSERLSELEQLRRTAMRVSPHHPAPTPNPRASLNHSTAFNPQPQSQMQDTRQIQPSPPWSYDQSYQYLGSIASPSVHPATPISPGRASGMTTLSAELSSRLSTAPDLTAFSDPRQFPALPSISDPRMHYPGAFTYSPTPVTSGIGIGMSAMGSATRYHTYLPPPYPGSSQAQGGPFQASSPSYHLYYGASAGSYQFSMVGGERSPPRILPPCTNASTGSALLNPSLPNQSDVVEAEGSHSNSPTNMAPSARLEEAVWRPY
Target sequence (Q13951 whole entry, looked up): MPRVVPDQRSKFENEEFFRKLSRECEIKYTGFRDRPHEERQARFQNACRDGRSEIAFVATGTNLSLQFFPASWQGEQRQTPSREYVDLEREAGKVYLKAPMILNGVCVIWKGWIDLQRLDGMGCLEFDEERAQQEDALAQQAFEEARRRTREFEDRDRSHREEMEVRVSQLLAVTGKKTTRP
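Bead-based AlphaScreen assay; binding partners His-tagged CBF-beta and biotinylated RUNX1 at 30 nM each. Compound exposure 15 min after a 20-min protein preincubation; bead step 90 min; all steps at room temperature.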
HTT ATP protect = protects HTT-Q103 PC12 cells, measured by ATP. PC12 HTT-Q103 induced, cytoprotection, ATP luminescence, 40 h. Potency, µM (doses to about 56.4 µM), inactives show cytoprotection (ATP increase), most hits filed as activators. 230,000 compounds, 0.14% hits. AID 1471;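 further: potency means the concentration at half of the fitted maximal effect; % of control where 0% means no effect; nearly all actives have a fitted effect of over 45% in size; toxic huntingtin expression switched on by the ecdysone agonist tebufenozide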
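Compounds were screened for protection of PC12 cells against cell death after tebufenozide induction (100 nM final) of mutant Huntingtin exon 1 (Q103) fused to GFP.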
HTT aggregate = reduces HttQ103-GFP aggregates in PC12 cells | PC12 HttQ103-GFP aggregates, Acumen cytometry, 40 h | Potency, µM (series often up to 46.1 µM), for inactives: at the top dose activity change, negative = inhibition, actives largely listed as inhibitors | 220,000 compounds, 1.1% hits; further: potency means the concentration at half of the fitted maximal effect; on the % scale 0 is the no-effect control and ±100 the full control effect; nearly all actives have a fitted effect of over 60% in size
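Read-out: GFP aggregate count by laser scanning cytometer (488 nm excitation, 500-530 nm emission, 1–25 µm objects >6 SD above background). Cells: PC12, inducible HTTex1-Q103-GFP, 100 nM tebufenozide; compounds titrated.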
* hit, by the source's call; ? = inconclusive; . = no result given; [ ] = remark or other dose. Unless noted, the call rests on the fitted dose curve; in most records, active means well fitted curve in the direction sought with a large enough effect; inconclusive means small, poorly fitted or top-dose-only effect, or another doubt; inactive means no such curve, though single readings can be large; an effect the other way counts as inactive or inconclusive.

SMILES | GAA glycogen | Lamin A splicing | GAA spleen mod | GAA inh | CBFb RUNX1 block | HTT ATP protect | HTT aggregate
CCC(=O)Nc1c2c(nn1-c1ccc(F)cc1)CS(=O)C2 (stereo not drawn) | 8% | 1% | 7% | -2% | -1% | 7% | -4%
CCC(=O)Nc1ccc(C(=O)OCc2ccccc2)cc1 | -6% | -14%[46 µM] | -10% | ? | 3% | . | 6%
Cc1cc(C)c2c(n1)sc1c(=O)n(-c3ccccc3)c(=O)[nH]c12 | -4% | 4% | 5% | ? | 1% | . | 6%
CCOC(=O)N1CCN(CC(=O)Nc2c(C(=O)OC)[nH]c3cccc(Cl)c23)CC1 | 5% | -13% | 3% | -2% | 5% | 9%[0.074 µM] | -5%
COc1ccccc1NC(=O)c1cc(OC)c(OC)cc1[N+](=O)[O-] | 6% | 5%[46 µM] | -1% | -4% | 2% | -21% | 20%
O=C1C(C2=NC(c3ccccn3)C3C(=O)N(c4ccc(Cl)cc4Cl)C(=O)C23)=C(O)c2ccccc21 (stereo not drawn) | 2% | . | -2% | . | 14% | -3%[10 µM] | -21%[9.22 µM]
CC(=O)Oc1cc2c(C(C)=O)coc2c2ccccc12 | 5% | 0% | 0% | -6% | 4% | 19% | -13%
COc1cccc(OC)c1C(=O)NC(=O)Nc1c(F)c(F)c(F)c(F)c1F | 6% | . | 6% | -11%[15.4 µM] | 9% | -1%[10 µM] | -9%[9.22 µM]
Cc1cc(=O)n(-c2ccc3ccccc3n2)[nH]1 | -22% | 7% | -6% | -1% | -5% | -10%[0.074 µM] | 10%
Cc1ccc2cccc(NC3OC(=O)c4ccccc43)c2n1 (stereo not drawn) | 1% | 10% | -4% | 4% | 5% | 5%[10 µM] | 7%
CCOC(=O)c1c(C)oc2c1c1c(c3ccccc32)OCN(Cc2ccccn2)C1 | -9% | 14%[0.0737 µM] | -16% | -3% | -16% | -17% | -10%
CC1(C)OC(=O)C(=CNNc2c(Cl)cc(Cl)cc2Cl)C(=O)O1 | -8% | . | -4% | . | -2% | -4%[10 µM] | -9%[9.22 µM]
Cc1csc(-c2coc3cc(O[C@@H]4O[C@H](CO)[C@@H](O)[C@@H](O)[C@H]4O)ccc3c2=O)n1 | . | . | 13% | . | -18% | -383% | .
Oc1cc(OCc2ccccc2)ccc1-c1[nH]ncc1-c1ccccc1 | -5% | . | 2% | . | -17% | 33%[10 µM] | 0%[9.22 µM]
Cc1ccc(C(=O)Nc2ccc3cn[nH]c3c2)cc1S(=O)(=O)N1CCCCC1 | -4% | ? | 1% | -1% | -4% | -7% | 14%
Cc1[nH][nH]c(=O)c1C(c1ccc(-c2cccc(C(=O)O)c2)o1)c1c(C)[nH][nH]c1=O | ? | 15%[46 µM] | 4% | 8% | -26% | -7%[10 µM] | 1%[9.22 µM]
COc1ccc(C(C)=O)cc1CSc1nnc(Nc2ccc(C)cc2C)s1 | -13% | -8% | -11% | 5% | -12% | 21%[10 µM] | -26%
CNC(=S)NNC(=O)c1c(C)nc2cc(C)ccn12 | ? | . | -7% | . | 4% | 0%[10 µM] | -5%[9.22 µM]
Cc1ccc(O)c(-c2cc(C(=O)NCc3ccc4c(c3)OCO4)[nH]n2)c1 | 3% | -2% | 3% | 9% | 1% | . | 6%
Cc1ccc(-n2[nH]c(C)c(/C=N/Nc3ccc([N+](=O)[O-])cc3[N+](=O)[O-])c2=O)cc1C | ? | ? | -13% | -6% | ? | -18%[10 µM] | ?
CN(C)CCCNC1CS(=O)(=O)CC1O (stereo not drawn) | 8% | -1% | 1% | -4% | -4% | 12% | 22%
CCn1c(C2CC(=O)N(c3ccc(C)c(C)c3)C2)nc2ccccc21 (stereo not drawn) | 2% | -8% | -6% | 0% | 13% | -1% | -18%
COc1ccccc1NC(=O)Cn1cnc2c(cnn2-c2ccccc2)c1=O | 1% | ? | 0% | 3% | 5% | -11%[10 µM] | 15%
O=C(c1ccccc1)c1ccc(-c2ccc(O)cc2)cc1 | -6% | ? | -6% | -14% | 12% | -12%[10 µM] | -7%[9.22 µM]
Cc1cc(NS(=O)(=O)c2ccc(NC(=O)CSc3nc4sc(C)c(C)c4c(=O)[nH]3)cc2)no1 | 13% | . | 1% | 2% | 1% | -11% | ?

Further compounds:
SMILES | GAA glycogen | Lamin A splicing | GAA spleen mod | GAA inh | CBFb RUNX1 block | HTT ATP protect | HTT aggregate
COCCn1c(=O)c(-c2cccc(C#N)c2)nc2cnc(N(C)C)nc21 | . | 0% | 1% | . | . | -50%[inhibitor] | .
COc1ccc(-c2nc3cccc(C)n3c2NCC2CCCO2)cc1O (stereo not drawn) | -6% | . | -1% | 11% | -3% | 4%[10 µM] | 6%[9.22 µM]
CCCOc1ccc(N2C(=O)CC(NCc3cccs3)C2=O)cc1 (stereo not drawn) | -10% | -11% | -2% | -1% | 5% | -10%[10 µM] | 5%
Cc1cc(-c2nn(-c3ccccc3F)cc2CN2CCCC(CO)C2)c(C)s1 (stereo not drawn) | 2% | ? | 4% | 11% | -10% | 4%[10 µM] | 4%[9.22 µM]
CC(=O)/C(N=Nc1nc2c([nH]1)c(=O)n(C)c(=O)n2C)=C(\C)O | -4% | . | -4% | . | -10% | 8%[10 µM] | 4%[9.22 µM]
Cc1ccc(NC(=S)N2CCN(c3ncccn3)CC2)c(C)c1 | 8% | -9% | -16% | -8% | 1% | 10%[10 µM] | -10%
Cn1ncc(Cl)c(Oc2ccc(Cl)cc2)c1=O | -6% | 0% | -15% | 4% | 22% | 18%[10 µM] | -9%
CCCN1CCN(C(=O)Nc2ccc(C(=O)OCC)cc2)CC1 | 0% | 6% | 6% | -6% | 3% | -19% | -2%
COCCN(CCOC)Cc1cc(=O)oc2cc3c(cc12)CCC3 | 2% | 10% | -1% | 2% | 3% | -23% | 18%
CCOC(=O)N1CCN(Cc2nc3c(c(=O)n(C)c(=O)n3C)n2Cc2ccccc2)CC1 | 1% | -16% | 0% | 4% | 3% | -6% | 6%
COc1cc(OC)cc(C(=O)Oc2ccc(/C=N/Nc3nc4ccccc4s3)cc2OC)c1 | -17% | ? | -1% | -6% | -1% | -10%[10 µM] | ?
CCCSc1nnc(NC(=O)c2ccco2)s1 | -2% | . | 5% | 1% | -6% | -48%[inhibitor] | -16%
Cc1csc(NC(=O)CCc2nc3ccccc3s2)n1 | -2% | -5% | -7% | -1% | -5% | 6% | -12%
COc1ccc(CCNC(=O)c2ccc(N3CCCC3=O)cc2)cc1OC | 5% | 1% | 7% | 4% | 5% | -28% | 5%
Cc1cc(C)nc(N/N=C/c2cccc(Cl)c2)n1 | -27% | . | 4% | -5% | 8% | -66%[inhibitor] | -19%
NS(=O)(=O)c1ccc(NC(=O)COC(=O)c2ccco2)cc1 | 11% | 7%[46 µM] | -2% | 12% | -8% | 10% | 7%
O=C(CSc1ccc2c(c1)OCCO2)NCc1ccccc1 | -1% | . | 4% | 3% | 6% | -33% | -25%
CCOCCCn1c(C)nc2c(c1=O)c1nc3ccccc3nc1n2-c1ccc(C)cc1 | 4% | -5% | -2% | -4% | -1% | -24% | -4%
CCOc1cc(/C=C2\SC(=S)N(NC(=O)c3cccnc3)C2=O)ccc1O | 12% | . | -8% | -7% | -15% | 26%[10 µM] | 21%[9.22 µM]
CC(=O)Nc1ccc(NC(=O)c2ccccc2C)cc1 | 6% | -4% | -2% | 2% | -7% | -14% | 6%
Nc1ccc(Nc2ccccc2)cc1 | -25% | -16% | -13% | 1% | ? | 6% | ?
Cc1cccc(N2CCN(C(=O)CCS(=O)(=O)c3ccc(Br)cc3)CC2C)c1 (stereo not drawn) | -7% | . | -12% | -7% | 4% | ? | -16%
O=C(CCC(=O)Nc1ccc(F)cc1)N/N=C/c1ccncc1 | -12% | . | -4% | -1% | -8% | -25% | -11%
C/C(Cc1ccccc1)=N\NC(=O)CNC(=O)c1cccc(Br)c1 | 0% | 1% | -2% | 7% | -2% | . | 3%
CCOC(=O)C1CN(S(=O)(=O)c2ccc(C)cc2)CCN1S(=O)(=O)c1ccc(C)cc1 (stereo not drawn) | -7% | ? | -6% | -7% | 5% | 3% | -15%

Reformatted with two lines to a compound: part of the list above.
Results follow in this order: GAA glycogen | Lamin A splicing | GAA spleen mod | GAA inh | CBFb RUNX1 block | HTT ATP protect | HTT aggregate
Cc1cc(-c2nn(-c3ccccc3F)cc2CN2CCCC(CO)C2)c(C)s1 (stereo not drawn)
→ 2% | ? | 4% | 11% | -10% | 4%[10 µM] | 4%[9.22 µM]
CC(=O)/C(N=Nc1nc2c([nH]1)c(=O)n(C)c(=O)n2C)=C(\C)O
→ -4% | . | -4% | . | -10% | 8%[10 µM] | 4%[9.22 µM]
Cc1ccc(NC(=S)N2CCN(c3ncccn3)CC2)c(C)c1
→ 8% | -9% | -16% | -8% | 1% | 10%[10 µM] | -10%
Cn1ncc(Cl)c(Oc2ccc(Cl)cc2)c1=O
→ -6% | 0% | -15% | 4% | 22% | 18%[10 µM] | -9%
CCCN1CCN(C(=O)Nc2ccc(C(=O)OCC)cc2)CC1
→ 0% | 6% | 6% | -6% | 3% | -19% | -2%

Additional structures.
SMILES | GAA glycogen | Lamin A splicing | GAA spleen mod | GAA inh | CBFb RUNX1 block | HTT ATP protect | HTT aggregate
CCOc1ccccc1NC(=O)Nc1c(C)n(-c2ccccc2)c(=O)n1C | 4% | 6% | -28% | -2% | 4% | -19% | -2%
S=C(NC1CCCC1)NN1CCOCC1 | -20% | . | 5% | -2% | 5% | . | 16%
CC(C)(C)c1cn(-c2ccc(F)cc2)c(=S)[nH]1 | -8% | 4% | -3% | -4% | 0% | 6% | 1%
Cc1c(/C=N\NC(=O)c2c[nH]c3ccccc23)cnn1C | -2% | -11%[46 µM] | -15% | -4% | -10% | . | 5%
Cc1cc(C)nc(NCCC(=O)O)n1 | 6% | -4%[46 µM] | -2% | 2% | 13% | . | 14%
CCN(CC)CCNC(=O)c1ccc(NC(=O)COc2ccccc2F)cc1 | 9% | 2%[46 µM] | -3% | 8% | -5% | -24% | 28%
COC(=O)CSc1nnc(-c2ccccc2OC)o1 | 1% | 3% | -18% | -5% | 5% | -8% | 13%
Cc1ccc(-c2nnn(CC(=O)Nc3ccccc3N3CCOCC3)n2)cc1 | -9% | ? | 0% | -5% | 6% | 4%[10 µM] | ?
COC1C/C(=N\O)C2OC(c3ccccc3)OCC2O1 (stereo not drawn) | -5% | -9% | 3% | -1% | 6% | . | -15%
COC(=O)c1ccc(C2Nc3cccc4cccc(c34)N2)cc1 | ? | . | . | -3% | -10% | -35% | 2%
